RORg inh – qHTS for inhibitors of ROR gamma transcriptional activity. Nuclear receptor ROR-gamma (Mus musculus), P51450. Drosophila S2 Gal4-RORgamma UAS-luciferase reporter, 20 h. Potency, µM (highest dose often 53.6 µM), for the others: at the top dose activity change, negative = inhibition, usual class: inhibitors. hit rate 5.4% among 310,000. AID 2551, 2010; also: % is scaled to controls: 0 for no effect and ±100 for the full control effect; nearly all actives have a fitted effect of over 60% in size
Target sequence (P51450 whole entry, looked up, the tested form may be a part): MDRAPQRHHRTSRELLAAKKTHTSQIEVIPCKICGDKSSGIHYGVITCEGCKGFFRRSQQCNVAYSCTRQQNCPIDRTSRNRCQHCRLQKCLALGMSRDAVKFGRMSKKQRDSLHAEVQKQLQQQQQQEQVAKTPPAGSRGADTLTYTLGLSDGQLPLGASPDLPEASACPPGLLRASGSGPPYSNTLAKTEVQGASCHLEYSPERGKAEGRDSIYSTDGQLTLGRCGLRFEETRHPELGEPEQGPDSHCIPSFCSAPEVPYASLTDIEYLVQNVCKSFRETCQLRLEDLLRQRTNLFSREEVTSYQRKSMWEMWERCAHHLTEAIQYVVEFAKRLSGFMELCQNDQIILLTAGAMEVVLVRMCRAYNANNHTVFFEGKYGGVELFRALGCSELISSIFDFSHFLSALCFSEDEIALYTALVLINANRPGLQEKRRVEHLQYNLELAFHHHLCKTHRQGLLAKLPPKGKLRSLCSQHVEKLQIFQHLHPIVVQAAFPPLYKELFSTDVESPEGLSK
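Stably transfected Drosophila Schneider cells are the test system, with ROR gamma fused to Gal4 and luciferase under UAS control; luminescence is read after 20 hr of 700 uM copper sulfate induction at ambient temperature.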
uPA generation – qHTS for Inhibitors of Cell Surface uPA Generation | cell surface uPA generation assay, qHTS | Potency, µM (series often up to 38.3 µM), inactives show top-dose activity change, negative = inhibition, hits mostly inhibitors | hit rate 0.31% among 330,000 | AID 540303, 2011; active = well fitted inhibition curve with a large enough effect; inconclusive = small, poorly fitted or top-dose-only effect; inactive = no such curve, though single readings can be large or run the other way; tested in mouse RAW 264.7 cells; also: % is scaled to controls: 0 for no effect and ±100 for the full control effect; nearly all actives have a fitted effect of over 55% in size
BRCA1 expr act – qHTS Assay to Identify Small Molecule Activators of BRCA1 Expression. hit rate 1.1% among 380,000. AID 624202, 2012. Potency, µM (top dose mostly 46.1 µM), for the others: top-dose activation, actives largely listed as activators. MCF7-BRCA1-FFLuc reporter, luminescence, 48 h; response scale: scaled: vehicle 0%, 10 µM genistein 100%; also: nearly all actives have a fitted effect of over 80% in size; some results filed as inactive show a strong effect at the top dose
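MCF7 cells carrying a BRCA1-firefly luciferase reporter (2000 cells/well, phenol-red free MEM) were attached for 2 h at 37 °C, then given compounds for 48 h. Luminescence was read 15 min after luciferase reagent; activity normalized to genistein (10 microM) and DMSO.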
MBNL1-CUG inh – qHTS Assay for Inhibitors of MBNL1-poly(CUG) RNA binding | Potency, µM (series often up to 57.5 µM), for inactives: at the highest dose activity change, negative = inhibition, usual class: inhibitors | AID 2675, 2010 | hit rate 0.036% among 280,000 | TR-FRET MBNL1-His/biotin-(CUG)12 binding, 665/545 ratio | Muscleblind-like protein 1 (Homo sapiens), Q9NR56; active = well fitted inhibition curve with a large enough effect in the signal ratio, with a control signal flat, not every such curve was filed as active; inconclusive = small, poorly fitted or top-dose-only effect, or effect the other way, or a change in a side signal; inactive = no such curve, though single readings can be large or run the other way; the % refers to the signal ratio; also: % is scaled to controls: 0 for no effect and ±100 for the full control effect
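MBNL1-His + Biotin-(CUG)12, cpd titration 92 nM–58 uM; Tb anti-His Ab 0.055 ng/ul, SA-XL665 5 nM (final); 60 min RT; ratiometric 665/545 nm, Ex 340 nm; normalized to buffer and full-complex controls.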
NPC1 prom act – qHTS Assay for NPC1 Promoter Activators | hit rate 2.4% among 320,000 | Huh7 NPC1 promoter luciferase reporter, 24 h | AID 485313, 2010 | Potency, µM (highest dose often 9.22 µM), without a hit: at the highest dose activation, hits mostly activators;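 also: % of control where 0% means no effect; nearly all actives have a fitted effect of over 60% in size; reporter is driven by a mutant NPC1 promoter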
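Cells: Huh7 expressing luciferase under the NPC1 promoter, 1500/well. Seeded 2 h, compound added, incubated 24 h at 37 °C. Luciferase reagent, 10 min ambient, then luminescence.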
ELG1 genotoxic – qHTS screen for small molecules that induce genotoxicity in human embryonic kidney (HEK293T) cells expressing luciferase-tagged ELG1; HEK293T ELG1-luciferase reporter, luminescence, 16 h; Potency, µM (titrated, usually from 46 µM), inactives show top-dose activity change, positive = activation, usual class: activators; hit rate 1.3% among 330,000; also: % of control where 0% means no effect; nearly all actives have a fitted effect of over 60% in size
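HEK293T cells expressing luciferase-tagged ELG1 were exposed to compound or DMSO vehicle for 16 hr at 37 °C and 5% CO2. Luciferase activity was then measured with ONE-Glo after 30 min at room temperature.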
FLuc counter – qHTS profiling assay for firefly luciferase inhibitor/activator using purifed enzyme and Km concentrations of substrates (counterscreen for miR-21 project); Luciferin 4-monooxygenase (Photinus pyralis), P08659; purified FLuc, Km substrates, luminescence inhibition; Potency, µM (doses to about 57.5 µM), inactives show at the highest dose activity change, negative = inhibition, most hits filed as inhibitors; hit rate 6.9% among 360,000;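 also: plate controls were vehicle for no effect and reference inhibitor for full effect; nearly all actives have a fitted effect of over 55% in size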
Target sequence (P08659 whole entry, looked up): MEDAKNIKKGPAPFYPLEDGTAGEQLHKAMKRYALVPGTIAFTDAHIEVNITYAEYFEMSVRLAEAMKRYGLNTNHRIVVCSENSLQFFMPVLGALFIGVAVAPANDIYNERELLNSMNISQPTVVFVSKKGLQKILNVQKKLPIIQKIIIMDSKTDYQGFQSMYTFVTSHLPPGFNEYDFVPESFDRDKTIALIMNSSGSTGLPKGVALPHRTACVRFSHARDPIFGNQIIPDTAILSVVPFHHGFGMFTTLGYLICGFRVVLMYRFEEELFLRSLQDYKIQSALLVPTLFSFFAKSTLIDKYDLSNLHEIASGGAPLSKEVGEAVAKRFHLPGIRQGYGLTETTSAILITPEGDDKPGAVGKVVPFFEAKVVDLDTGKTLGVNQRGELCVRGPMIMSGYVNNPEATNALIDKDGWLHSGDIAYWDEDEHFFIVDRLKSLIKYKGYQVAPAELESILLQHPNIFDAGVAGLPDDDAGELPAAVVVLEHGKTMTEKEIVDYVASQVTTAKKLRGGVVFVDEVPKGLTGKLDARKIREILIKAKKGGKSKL
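Biochemical qHTS of compounds, final roughly 60 µM downward over six points, against 10 nM purified firefly luciferase using Km concentrations of substrates (10 uM D-luciferin, 10 uM ATP) in Tris acetate pH 7.5 buffer; luminescence output.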
VP16 counter – VP16 counterscreen qHTS for inhibitors of ROR gamma transcriptional activity; Potency, µM (doses to about 53.6 µM), for inactives: top-dose activity, negative = inhibition, most hits filed as inhibitors; Drosophila S2 Gal4-VP16 UAS-luciferase, luminescence, 20 h; hit rate 3.5% among 310,000; AID 2546, 2010;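 also: Gal4-VP16 expression switched on by copper sulfate through the metallothionein promoter; % is scaled to controls: 0 for no effect and ±100 for the full control effect; nearly all actives have a fitted effect of over 50% in size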
Rab9 promoter act – qHTS Assay for Rab9 Promoter Activators; Huh7 Rab9 promoter-luciferase reporter, luminescence, 24 h; Potency, µM (series often up to 9.22 µM), for inactives: at the highest dose activation, negative = inhibition, most hits filed as activators; hit rate 2.8% among 320,000; also: % of control where 0% means no effect; nearly all actives have a fitted effect of over 60% in size
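Cells were plated at 1500 per well in reduced-serum medium with 10% FBS and left 2 h. Compound in DMSO was then added for 24 h at 37 °C. Reporter signal was read by luminescence after 10 min with luciferase detection reagent.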
p53 reactivator – qHTS assay for re-activators of p53 using a Luc reporter | H1299 p53-A138V BP100-luciferase reporter, luminescence, 24 h | Potency, µM (top dose mostly 92.2 µM), for inactives: top-dose activity change, positive = activation, actives largely listed as activators | hit rate 0.063% among 320,000 | AID 504706, 2011; also: % of control where 0% means no effect; nearly all actives have a fitted effect of over 45% in size
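p53-null H1299 cells stably carrying temperature-sensitive p53-A138V and a BP100-luciferase reporter were pinned with compounds (4-point, 1:5 series) and held 24 hrs at 37 deg C. Luminescence was read 10 min after detection reagent.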
Numbers without * were called inactive; ? = inconclusive; . = no result given; & = joins results of further samples; [ ] = remark or other dose. Unless noted, calls follow the shape of the dose curve; as a rule, active = well fitted curve in the direction sought with a large enough effect; inconclusive = small, poorly fitted or top-dose-only effect, or another doubt; inactive = no such curve, though single readings can be large; an effect the other way counts as inactive or inconclusive. Potency is read from the fitted curve at half-maximal effect.

SMILES	RORg inh	uPA generation	BRCA1 expr act	MBNL1-CUG inh	NPC1 prom act	ELG1 genotoxic	FLuc counter	VP16 counter	Rab9 promoter act	p53 reactivator
Cc1ccc(OCC(=O)N/N=C2\CCOc3c(C)cccc32)cc1	22%	.	14%	-12%	6%	-3%	?	?	-2%	0%
O=c1/c(=C\c2ccc(O)cc2)sc2nc(-c3ccccc3)c(-c3ccccc3)n12	7%	0%	35%	-3%	-8%	-2%	4%	-8%	-2%	-3%
CCn1cc(S(=O)(=O)c2ccc(OC)cc2)c(=O)c2cc(F)c(N3CCN(C)CC3)cc21	-20%	-55%	6%	-6%	4%	0%	1%	-6%	-8%	3%
Nc1ccc(C(=O)NNC(=O)C2COc3ccccc3O2)cc1[N+](=O)[O-] (stereo unspecified)	.	-2%	-5%	.	-7%	-2%	2%	.	-7%	11%
Cn1c(CNC(=O)CNS(=O)(=O)c2ccccc2)cc(=O)n(C)c1=O	13%	-11%	15%	-2%	6%	4%	-1%	0%	-6%	9%
CC(C)N(C(=O)[C@H]1CC(CC(=O)NCCCn2ccnc2)C(=O)N2CCc3c([nH]c4ccccc34)[C@]12C)C(C)C (stereo partly specified)	.	-3%	-9%	.	.	2%	.	.	.	-7%
Cc1nc(C#N)c(NCc2ccc3c(c2)OCO3)o1	?	-2%	-6%	1%	1%	2%	3%	4%	-5%	-2%
CCOC(=O)c1ccccc1NC(=O)/C(C)=C/C(=O)O	-15%	-3%	4%	5%	2%	3%	4%	-7%	4%	6%
O=C(Cn1nnc(-c2ccccc2)n1)NCC(=O)Nc1ccc(F)c(F)c1F	.	-1%	-8%	.	.	0%	.	.	.	2%
COc1ccc(OC2CCN(S(=O)(=O)c3ccc(OC)c(OC)c3)CC2)cc1	28%	-16%	-30%	1%	0%	-12%	-1%	5%	-9%	-6%
Cc1ccccc1NC(=O)Cc1nnc(SCC(=O)Nc2ccccc2)n1C	11%	-20%	0%	-12%	1%	1%	-4%	9%	-3%	-3%
Cc1ccccc1C(=O)Nn1cnnc1	41%[1.91 µM]	1%	3%	-2%	-1%	2%	-1%	-11%	11%	6%
CCCCCCSc1ccc(-c2nc3ccc(C)cn3c2NC2CCCCC2)cc1	.	8%	11%	.	-2%	-2%	5%	.	-4%	3%
CC1CCCN(S(=O)(=O)c2ccc(Br)s2)C1 (stereo unspecified)	9%	0%	-5%	-9%	-1%	-1%	0%	2%	-12%	-13%
O=C(COC(=O)c1ccc(O)cc1)NC(=O)NCc1ccccc1	.	14%	-3%	.	0%	-1%	2%	.	-3%	2%
O=C(C1CCC1)N1CCN(S(=O)(=O)c2cc(F)ccc2F)CC1	.	-9%	15%	.	3%	0%	0%	.	-1%	0%
O=C(COC(=O)Cc1ccc(S(=O)(=O)N2CCCCC2)s1)Nc1ccc2c(c1)OCO2	9%	4%	14%&16%	7%	1%	-1%	-4%	5%	-5%	6%
CCOC(=O)c1nnc(-c2ccc(C)cc2)nc1Oc1ccccc1Cl	7%	-12%	-3%	3%	1%	4%	-16%	6.3µM*	2%	6%
CCCC(=O)Nc1sc2c(c1C(=O)Nc1ccccn1)CCCC2	-24%	-3%	-44%	2%	1%	-5%	4%	-9%	-8%	-3%
O=S(=O)(Cc1ccccc1)N1CCCCCC1	?	.	11%	-3%	-3%	0%	-1%	0%	-8%	-8%
Cc1ccc(-c2cnc(-c3ccncc3)o2)cc1	38%	-6%	84%	?	?	18µM*	6.7µM*	?	?	?
C=CCc1cccc(/C=N/NC(=O)c2ccccc2Br)c1O	1.4µM*	?	-36%	-4%	-4%	?	?	4µM*	-3%	?
COc1ccc(N2CCN(C(=S)NCc3ccc(C)cc3)CC2)cc1	0%	4%	-3%	2%	0%	?	0%	1%	-8%	1%
COc1ccccc1CN(C(=O)CNC(=O)c1ccco1)C(C(=O)NCC1CCCO1)c1ccc(OC)c(OC)c1 (stereo unspecified)	-17%	0%	1%	-8%	-3%	-4%	1%	5%	12%	-2%
C/C=C(\C)CN1CCC(Oc2cccc(C(=O)NCc3ccccn3)c2)CC1	-30%	0%	0%	-3%	-6%	-1%	-3%	-6%	-3%	10%
COc1ccc(NC(=O)c2ccc3c(c2)NC(=O)CS3)cc1S(=O)(=O)Nc1ccc(Br)cc1	-43%	?	-37%	-4%	-31%[inhibitor]	-23%	-19%	?	-22%	-8%
COc1ccc(/C(C)=N/NC(=O)c2ccncc2)cc1	-18%	-4%	34%	2%	0%	0%	-12%	-8%	-1%	8%
O=C(CSc1ncnc2c1cnn2-c1ccccc1)NCC1CCCO1 (stereo unspecified)	.	0%	-29%	.	10%	-7%	-19%	.	4%	-2%
O=C(CCc1ccc(S(=O)(=O)N2CCOCC2)cc1)Nc1ccc2c(c1)OCCO2	-24%	-54%	31%	-3%	-2%	4%	-19%	3%	2%	4%
CC(C)=CC(=O)NCCc1ccccc1	?	-25%	8%	-10%	.	.	13µM*	-27%	.	.

The list goes on; it opens with the 4 that closed the last part.
SMILES	RORg inh	uPA generation	BRCA1 expr act	MBNL1-CUG inh	NPC1 prom act	ELG1 genotoxic	FLuc counter	VP16 counter	Rab9 promoter act	p53 reactivator
COc1ccc(/C(C)=N/NC(=O)c2ccncc2)cc1	-18%	-4%	34%	2%	0%	0%	-12%	-8%	-1%	8%
O=C(CSc1ncnc2c1cnn2-c1ccccc1)NCC1CCCO1 (stereo unspecified)	.	0%	-29%	.	10%	-7%	-19%	.	4%	-2%
O=C(CCc1ccc(S(=O)(=O)N2CCOCC2)cc1)Nc1ccc2c(c1)OCCO2	-24%	-54%	31%	-3%	-2%	4%	-19%	3%	2%	4%
CC(C)=CC(=O)NCCc1ccccc1	?	-25%	8%	-10%	.	.	13µM*	-27%	.	.
O=C1CCCC(O)=C1N=Nc1cccc(S(=O)(=O)N2CCOCC2)c1	?	1%	0%	?	-4%	2%	-2%	-3%	3%	3%
COc1ccc(N(C)C(=O)CCS(=O)(=O)c2cccc3nsnc23)cc1	-11%	-2%	0%&7%	?	-6%	0%	2%&-6%	-13%	-1%	1%
COC(=O)C(Cc1ccccc1)NC(=O)CSc1nc(C)cc(=O)[nH]1 (stereo unspecified)	-9%	-6%	18%	-7%	0%	-3%	2%	2%	3%	-3%
N#Cc1ccccc1OCC(=O)NCC(c1cccs1)N1CCOCC1 (stereo unspecified)	-10%	-11%	-6%	2%	-5%	0%	2%	2%	14%	4%
COc1ccc(C2=NCCn3nc4cc([N+](=O)[O-])ccc4c32)cc1	.	5%	-4%	.	8%	6%	3%	.	0%	1%
CC(C)CCNC(=O)Nc1ccc2c(c1)N(C)C(=O)CS2	31%	1%	3%	1%	.	.	?	21%	.	.
CCc1ccc(OCc2cnc(Cl)s2)cc1	32%	-3%	83%	-2%	18%	?	21µM*	-9%	23%	3%
Cc1cc(C(=O)N/N=C/c2ccccn2)n[nH]1	-23%	-4%	79%	9%	10%	12%	?	7%	23%	23%
Cc1ccsc1/C=C(\C#N)C(=O)NCc1cccnc1	23%	-6%	-24%	.	1%	2%	4%	11%	-5%	2%
COc1ccc(NC(=O)N2CCCc3ccccc32)cc1	-2%[10 µM]	-6%	68%	0%	13%	21%	?	6%	5%	9%
Cc1ccc(S(=O)(=O)N2CC(=O)N3CCN(CCN)C3C2)cc1 (stereo unspecified)	.	-45%	9%	.	.	-2%	.	.	.	2%
CCOC(=O)c1nc[nH]c1C	-16%	.	2%	-11%	-2%	2%	6%	-8%	0%	-1%
C1CC1Cc1noc(CN2CCN(CC3CC3)CC2)n1	12%	0%	2%	0%	2%	1%	7%	-10%	1%	3%
Cc1cc(C(=O)NCc2nc(-c3ccccc3)no2)ccc1[N+](=O)[O-]	13%	-2%	-12%	?	-1%	-3%	-9%	4%	-3%	-1%
COc1ccc(CCn2c(=N)c(C(=O)N3CCN(C)CC3)cc3c(=O)n4ccccc4nc32)cc1	-26%	-5%	-12%	?	-3%	-4%	3%	-1%	10%	-2%

Whole records, looked up by structure.
Entry for `COC(=O)C(Cc1ccccc1)NC(=O)CSc1nc(C)cc(=O)[nH]1` (stereo unspecified) : RORg inh = -9%; uPA generation = -6%; BRCA1 expr act = 18%; MBNL1-CUG inh = -7%; NPC1 prom act = 0%; ELG1 genotoxic = -3%; FLuc counter = 2%; VP16 counter = 2%; Rab9 promoter act = 3%; p53 reactivator = -3%
Entry for `COc1ccc(/C(C)=N/NC(=O)c2ccncc2)cc1` : RORg inh = -18%; uPA generation = -4%; BRCA1 expr act = 34%; MBNL1-CUG inh = 2%; NPC1 prom act = 0%; ELG1 genotoxic = 0%; FLuc counter = -12%; VP16 counter = -8%; Rab9 promoter act = -1%; p53 reactivator = 8%

Assay outcomes: PubChem BioAssay, National Center for Advancing Translational Sciences (NCATS)
